CFTR F508del cor = correctors of CFTR F508del function in bronchial epithelial cells; CFBE cells, YFP halide quenching; stimulated with forskolin plus potentiator P3; % fluorescence drop versus neutral controls; activity (quench increase), % at 7.58 µM; hit rate 0.36% among 350,000; AID 720511;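 active = mean added fluorescence quench of at least 8% versus neutral control, with both replicates also reaching 8%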;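 also: cells transiently co-express mutant CFTR-F508del with the halide-sensitive YFP; corrector assay measuring rescue of mutant channel to the surface after 24 h compound exposure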
miR-122 sensor = miR-122 inhibition in Huh7 cells. hit rate 0.3% among 340,000. activation (reporter increase), % at 12.5 µM. Huh7 miR-122 Renilla luciferase sensor, 48 h; neutral wells = 0, positive control = 100;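 active = mean replicate activation score at least 90 and every replicate individually at or above 90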;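 also: higher luciferase means less miR-122 activity so hits act as miR-122 inhibitors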
FN deposit inh = fibronectin deposition inhibition; hit rate 0.086% among 350,000; inhibition, % at 12.6 µM; AH1F fibroblasts, Alexa488-fibronectin deposition fluorescence, overnight;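 active = mean inhibition across replicates of 30% or more, regardless of how many single replicates reach that level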;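 also: positive control wells lacked labelled fibronectin entirely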
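Material – AH1F fibroblast monolayer, labelled fibronectin deposition · Reagent – labelled fibronectin 24 nM · Timing – 1 h adhesion, overnight exposure · Measured by – fluorescence at 485 nm excitation, 525 nm emission · Read-out – inhibition of fibronectin deposition signal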
DENV2 CPE rescue = protects cells from dengue virus 2 cytopathic effect; DENV2-infected cells, cytopathic effect rescue, plate reader; CPE inhibition, % at 9.99 µM; hit rate 1.7% among 350,000; AID 651640; in the data active = CPE inhibition above about 20%, passing the limit was not always enough; tested in BHK-21 cells;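 also: 0% = median of neutral control wells and 100% = median of positive control wells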
PAX8 inh HTS = lowers PAX8-driven luciferase in RMG-I cells. RMG-I TPO-luciferase reporter, SteadyGlo, 24 h. inhibition, % at 12.6 µM. hit rate 1.2% among 360,000. AID 652154;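 active = mean replicate inhibition at least 60% with every replicate also reaching 60%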;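 also: luciferase light reporting Pax8 driven TPO promoter activity; plate controls were median of neutral control wells for no effect and mitoxantrone controls for full effect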
EWS-Fli block = inhibitors of EWS/Fli oncoprotein transcriptional activity; A673 NR0B1-luciferase reporter, viability-normalised; inhibition, % at 12.6 µM; hit rate 0.67% among 350,000;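 active = mean inhibition of at least 50% after viability correction, with every replicate also passing that limit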;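 also: firefly luciferase signal divided by Alamar Blue viability fluorescence both relative to DMSO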
INS-1E GSIS act = GLuc luminescence reporter in INS-1E cells, primary screen for activators of glucose-dependent secretion of insulin; INS-1E GLuc reporter insulin secretion, 2-3 h; activation, % at 16.6 µM; hit rate 0.61% among 370,000; AID 743287;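 active = lowest replicate activation of at least 40%, so every replicate reaches that level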;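 also: 0% = median of neutral control wells and 100% = median of IBMX positive control wells; some compounds called inactive have numbers as strong as hits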
* = called active by the depositor; nt = not tested or not shown; [ ] = dose if it differs, or a comment.

1: COc1cccc(OCC(=O)O/N=C(\N)c2ccncc2)c1
2: CNC(=O)C[C@H]1CC[C@H]2[C@@H](COc3ccc(NC(=O)c4cccs4)cc3C(=O)N2C)O1
3: O=C(Cn1c(=O)oc2ccccc21)Nc1ccc(F)c(F)c1
4: O=C1CSC(=Nc2cccc(C(=O)O)c2)N1
5: O=C(Nc1cccc(S(=O)(=O)Nc2ccc(Cl)cc2)c1)c1ccc(Cl)nc1
6: O=C(NC1CCC1)[C@H]1[C@H](CO)[C@H]2Cn3c(ccc(-c4ccccc4)c3=O)[C@H]2N1CC1CC1
7: C/C(=N/N=C1\SCC(=O)N1c1ccccc1)c1ccc(C)cc1
8: COc1ccccc1OCCn1cc(/C=N/NC(N)=S)c2ccccc21
assay / entry,1,2,3,4,5,6,7,8
CFTR F508del cor,0.5,-2.3,1.4,4.4,6.6,-1.0,-0.6,-0.3
miR-122 sensor,1,58[16.7 µM],-7,-6,nt,nt,8,-5
FN deposit inh,-7,1,-5,2,nt,nt,-5,-10
DENV2 CPE rescue,-1,-7,15,7,12,0,12,-8
PAX8 inh HTS,-80,-2,-23,3,18,nt,-11,14
EWS-Fli block,-76,7,4,2,26,10,10,24
INS-1E GSIS act,21,7,-12,-9,-32,-3,4,22

9: NS(=O)(=O)c1cccc(NC(=O)c2cccnc2Oc2ccccc2)c1
10: C[C@H]1CN([C@@H](C)CO)C(=O)c2cc(C#CC3(O)CCCC3)cnc2O[C@@H]1CN(C)C(=O)CC1CC1
11: CC=Cc1ccc2n(c1=O)C[C@@H]1[C@@H](CO)[C@H](C(=O)NCC3CC3)[C@H]2N1CC1CCOCC1 (mixture of isomers)
12: CCC(C)NC(=O)CCCCCn1c(=O)[nH]c2cc(OC)c(OC)cc2c1=O (stereo not drawn)
13: COc1ccc(S(=O)(=O)N(C)C[C@@H]2OCCCC[C@@H](C)Oc3ccc(NC(=O)NC(C)C)cc3C(=O)N([C@H](C)CO)C[C@H]2C)cc1
14: COc1ccc(CCNC(=O)C(=O)NCC2CCCN2S(=O)(=O)c2ccccc2)cc1OC (stereo not drawn)
15: CCOc1cc(C(c2c(C)[nH][nH]c2=O)c2c(C)[nH][nH]c2=O)cc([N+](=O)[O-])c1O
16: Cc1ccc(N2CC(C(=O)OCC(=O)c3ccc(F)cc3)CC2=O)cc1 (stereo not drawn)
assay / entry,9,10,11,12,13,14,15,16
CFTR F508del cor,1.3,-0.2,2.4,nt,-1.3,1.6,1.1,-2.8
miR-122 sensor,nt,-6[16.7 µM],3[16.7 µM],-7,-6[16.7 µM],1,nt,nt
FN deposit inh,0,-12,nt,3,nt,10,6,1
DENV2 CPE rescue,-4,-8,-5,nt,-3,-5,1,2
PAX8 inh HTS,3,nt,-2,nt,7,49,13,-12
EWS-Fli block,3,0,-6,nt,1,10,-12,2
INS-1E GSIS act,18,7,13,6,-3,9,-5,8

17: O=C(O)c1ccc(N2CCN(Cc3ccc4c(c3)OCO4)CC2)c([N+](=O)[O-])c1
18: Cc1ccc(Cl)cc1NC(=O)COC(=O)CSc1ccccc1
19: CCCNC(=O)N[C@@H]1CC[C@@H](CC(=O)NC2CCCCC2)O[C@@H]1CO
20: C=CCN(C(=O)CCC(=O)Nc1cc(C)on1)C(C(=O)NC1CCCC1)c1ccc(CC)cc1 (stereo not drawn)
21: CC(=O)c1cccc(NC(=O)C2CCN(C(=O)c3cccs3)CC2)c1
22: COC(=O)C[C@H]1C[C@@H]2c3cc(NS(=O)(=O)c4cccc(OC)c4)ccc3O[C@@H]2[C@H](CO)O1
23: COc1cc(OC)cc(-c2nc(-c3ccccc3)no2)c1
24: O=c1[nH]cc(CCc2ccccc2)c(=O)[nH]1
assay / entry,17,18,19,20,21,22,23,24
CFTR F508del cor,-1.1,1.5,0.5,0.7,1.1,-0.3,nt,3.3
miR-122 sensor,-3,-3,nt,3,nt,4[16.7 µM],5,nt
FN deposit inh,3,-2,-8,-10,-1,nt,-6,-1
DENV2 CPE rescue,-2,-1,-1,5,-3,-2,nt,7
PAX8 inh HTS,18,-16,-2,-1,-2,-13,-173,-9
EWS-Fli block,-48,7,1,0,2,-6,nt,2
INS-1E GSIS act,-6,6,-2,-16,-7,-1,nt,-7

25: CO[C@H]1CN(C)C(=O)c2cc(NS(=O)(=O)c3ccccc3)ccc2OC[C@@H](C)N(Cc2cccnc2)C[C@H]1C
26: CCCNC(=O)N1CC2(C1)[C@H](c1ccccc1)[C@@H](CO)N2Cc1ccccn1
27: COc1ccccc1C(CNC(=O)C(CCSC)NC(=O)c1ccccc1Cl)N1CCCC1 (stereo not drawn)
28: O=C(CNC(=O)N1CC(=O)Nc2ccccc21)NCc1ccccc1
29: O=C(Nc1nnc([C@@H]2C[C@H](O)[C@@H](CO)O2)s1)Nc1cccc2c1CCCC2
30: O=[N+]([O-])c1cc(S(=O)(=O)Nc2cccc(Cl)c2)ccc1N/N=C/c1ccc(N2CCOCC2)cc1
31: COc1ccc(N(CC(=O)NC(C)(C)C)C(=O)c2ccco2)cc1
32: C[C@@H]1CCCCO[C@H](CN(C)Cc2ccccc2)[C@@H](C)CN([C@@H](C)CO)C(=O)c2cc(NS(=O)(=O)c3ccc(F)cc3)ccc2O1
assay / entry,25,26,27,28,29,30,31,32
CFTR F508del cor,-1.5,0.5,-3.1,3.3,-0.8,2.2,nt,-2.1
miR-122 sensor,nt,nt,-7,-2,-8,37,-1,0[16.7 µM]
FN deposit inh,-5,nt,6,-4,nt,-3,8,-7
DENV2 CPE rescue,-7,-3,13,1,-4,5,nt,11
PAX8 inh HTS,3,-10,6,-11,0,9,6,18
EWS-Fli block,5,-9,3,7,1,5,nt,4
INS-1E GSIS act,-6,3,6,9,nt,4,nt,-25

33: CC(C)c1ccc(NC2CCCN(C(=O)c3cccc(N4CCNC4=O)c3)C2)cc1 (stereo not drawn)
34: COc1ccc(CNC(=O)C2CCN(S(=O)(=O)c3ccc4c(c3)N(C(C)=O)CCO4)CC2)cc1
35: COc1ccccc1/C=C/C(=O)OCC(=O)Nc1c(F)cccc1F
36: CCNC(=O)C1CCCN(C(=O)c2ccc(-c3ccccc3)cc2)CC1 (stereo not drawn)
37: O=C(NCCc1cccc(C(F)(F)F)c1)C1CCC(=O)N(Cc2ccc(Cl)cc2)C1 (stereo not drawn)
38: Cc1ccc(S(=O)(=O)N2CCN(c3ncccn3)CC2)cc1C
39: CCC(C(=O)NCCCN1CCCC1=O)n1c2ccccc2c2nc(=O)cc(C)n21 (stereo not drawn)
40: CC(C)CNC(=O)CCc1nc(-c2ccccc2)no1
assay / entry,33,34,35,36,37,38,39,40
CFTR F508del cor,-0.3,2.0,-2.7,-0.9,-4.3,0.7,-0.9,0.1
miR-122 sensor,-4,1,-1,nt,-7,1,-7,2
FN deposit inh,-1,-3,-2,nt,-2,1,0,-8
DENV2 CPE rescue,29*,-2,14,-2,-4,-1,3,12
PAX8 inh HTS,3,-13,3,12,-2,10,-7,-13
EWS-Fli block,-4,nt,3,-10,5,-1,nt,4
INS-1E GSIS act,-2,0,3,nt,4,-1,6,-17

41: CCC(=O)NC(=S)Nc1ccc(NC(=O)c2ccc([N+](=O)[O-])cc2Cl)cc1
42: O=C(OCC(=O)N1CCOCC1)c1cc(=O)[nH]c2ccccc12
43: O=C(CCC1CCCN(C(=O)CC2=CCCCC2)C1)N1CCN(c2ccccn2)CC1 (stereo not drawn)
44: CCOC(=O)COc1ccc(C(=O)NC2CCCCC2)cc1
45: CC1CCc2c(sc(NC(=S)NC(=O)c3ccccc3)c2C#N)C1 (stereo not drawn)
46: COc1cccc(CN2CCCCN3[C@H](CO)[C@@H](c4ccc(-c5cccnc5)cc4)[C@H]3C2)c1
47: COc1ccc(OC)c(/C=C/C(=O)OCC(=O)Nc2ccc(Cl)c(S(=O)(=O)N(C)C)c2)c1
48: COc1ccc(NC(=S)N2CCC(N(C)CCN3CCOCC3)CC2)cc1
assay / entry,41,42,43,44,45,46,47,48
CFTR F508del cor,-0.9,-3.7,0.0,-1.1,-1.6,-0.3,0.5,nt
miR-122 sensor,0,-2,-4,-1,nt,7[16.7 µM],nt,nt
FN deposit inh,-4,-6,-5,nt,-3,nt,1,-1
DENV2 CPE rescue,14,28*,3,-6,-5,nt,-2,0
PAX8 inh HTS,1,nt,17,nt,-63,-4,4,8
EWS-Fli block,-2,5,11,0,-51,-2,-13,-4
INS-1E GSIS act,8,10,-1,-1,6,2,1,-5

49: CCCCN(CC)CCCNC(=O)c1cn(C)c2ccc(S(=O)(=O)N(C)C3CCCCC3)cc2c1=O
50: C[C@@H]1CCCCO[C@H](CN(C)S(=O)(=O)c2ccc(F)cc2)[C@@H](C)CN([C@H](C)CO)C(=O)c2cc(NS(=O)(=O)c3ccccc3)ccc2O1
51: C/C=C/c1ccc([C@H]2[C@@H](CO)N3CCCCN(S(=O)(=O)c4ccc(OC)cc4)C[C@H]23)cc1
52: COc1ccc(-c2nc(CS(=O)CC(=O)NC(C)CCc3ccccc3)c(C)o2)cc1OC (stereo not drawn)
53: O=C(OCc1nc2ccccc2[nH]1)C1CCCCC1
54: COc1ccc(Cl)cc1NC(=O)CN(C)CC(=O)N(CC(C)C)c1c(N)n(CC(C)C)c(=O)[nH]c1=O
55: COc1ccc(NC(=O)C2CC(c3cc(OC)c(OC)c(OC)c3)=NO2)cc1OC (stereo not drawn)
assay / entry,49,50,51,52,53,54,55
CFTR F508del cor,0.8,5.4,1.0,2.7,-1.7,0.5,nt
miR-122 sensor,-3,-1[16.7 µM],-9[16.7 µM],6,nt,-7,-6
FN deposit inh,-11,nt,0,-12,3,20,-4
DENV2 CPE rescue,-4,2,18,-6,-4,-6,nt
PAX8 inh HTS,1,-17,8,-2,-13,24,nt
EWS-Fli block,7,-10,16,8,-2,5,nt
INS-1E GSIS act,4,0,-9,49*,3,13,-6
